Screening data (PubChem)
sEH inh = soluble epoxide hydrolase inhibitors, primary screen, biochemical, human sEH. Bifunctional epoxide hydrolase 2 (Homo sapiens), P34913. 91,000 tested, 0.34% active. recombinant human sEH enzymatic activity assay. inhibition, % at 2 µM. AID 707, 2007; in the data active = inhibition above about 80%; also: values of inactives mirror those of a sister screen read the other way; many of its hits are not listed in these tables
Target sequence (P34913 whole entry, looked up): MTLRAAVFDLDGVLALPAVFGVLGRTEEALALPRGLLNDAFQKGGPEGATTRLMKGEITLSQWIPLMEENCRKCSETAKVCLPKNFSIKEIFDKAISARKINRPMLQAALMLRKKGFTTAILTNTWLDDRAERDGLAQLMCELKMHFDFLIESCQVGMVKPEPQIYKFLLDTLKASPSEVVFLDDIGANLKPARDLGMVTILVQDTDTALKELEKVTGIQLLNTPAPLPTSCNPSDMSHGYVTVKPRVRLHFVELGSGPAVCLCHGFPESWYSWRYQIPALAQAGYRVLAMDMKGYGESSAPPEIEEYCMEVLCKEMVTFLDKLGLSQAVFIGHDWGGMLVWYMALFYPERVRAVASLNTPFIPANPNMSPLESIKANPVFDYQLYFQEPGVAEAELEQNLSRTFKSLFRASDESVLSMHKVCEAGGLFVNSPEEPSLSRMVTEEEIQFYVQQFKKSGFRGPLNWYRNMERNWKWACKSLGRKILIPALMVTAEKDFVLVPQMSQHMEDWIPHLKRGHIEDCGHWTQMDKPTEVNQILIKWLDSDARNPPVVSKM
Fibroblast inh = antiproliferative effect on LL 47 fibroblasts – human, LL 47 cells, CellTiter-Glo luminescence, primary screen; LL 47 human lung fibroblast viability, ATP luminescence; active compounds read low; AID 719, 2007; viability, % at 10 µM; 85,000 tested, 1.1% active;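 active = viability at or below 50% in the single dose screen; inactive = viability above 50%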;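 also: compound exposure lasted 72 h before the ATP readout; 100% = median luminescence of untreated cell-only wells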
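Times – overnight cell rest, 72 h compound treatment at 37 °C · Test system – human lung fibroblast line LL 47, low passage · Amount – 1,150 cells in each well · Controls – cell-only wells, no compound · Doses – 0.1% DMSO in all compound wells · Measured by – CellTiter-Glo luminescence · Buffer or medium – IMEM plus 15% FBS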
PostGolgi ctrl = growth inhibition of yeast control strain, primary screen, counter-screen for post-Golgi transport modulator project. efflux-deficient yeast background strain, growth absorbance A615, 16 h. inhibition, % at 10 µM. 98,000 tested, 5% active. AID 738, 2007; in the data active = inhibition above about 30%
LYP act = LYP phosphatase activators, primary screen, biochemical, DiFMUP fluorescence, 2 µM | 96,000 tested, 0.11% active | activation, % at 2 µM | AID 697, 2007 | Tyrosine-protein phosphatase non-receptor type 22 (Homo sapiens), Q9Y2R2 | recombinant LYP; 0 = plate median, 100 = signal doubled;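 active = activation at 2 µM above a set limit, the mean plus 5 SD, cut at about 37% in these data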
S1P2 antag = human S1P2 receptor antagonists, primary screen, cell-based; Sphingosine 1-phosphate receptor 2 (Homo sapiens), O95136; cell-based S1P2 antagonist assay, inhibition at 5 uM; inhibition, % at 5 µM; 97,000 tested, 0.21% active; in the data active = inhibition above about 45%;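 also: CRE beta-lactamase reporter cells expressing human S1P2 stimulated with S1P; 0% = agonist at EC80 alone and 100% = agonist plus reference antagonist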
Target sequence (O95136 whole entry, looked up): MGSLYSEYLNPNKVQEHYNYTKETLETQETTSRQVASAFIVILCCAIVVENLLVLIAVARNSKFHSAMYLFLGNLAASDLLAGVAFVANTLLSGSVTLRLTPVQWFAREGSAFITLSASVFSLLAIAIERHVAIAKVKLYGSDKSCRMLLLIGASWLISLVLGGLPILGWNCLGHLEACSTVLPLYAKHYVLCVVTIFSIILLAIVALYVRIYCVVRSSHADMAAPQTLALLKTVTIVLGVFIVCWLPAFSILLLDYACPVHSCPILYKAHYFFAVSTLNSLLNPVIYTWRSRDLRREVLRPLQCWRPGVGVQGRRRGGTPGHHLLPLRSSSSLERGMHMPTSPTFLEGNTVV
HUVEC inhibit = inhibitors of HUVEC proliferation, primary screen, cell-based, 384-well; AID 648, 2007; viability, % at 10 µM (by protocol); CellTiter-Glo luminescence, 72 h; active compounds read low; 86,000 tested, 1.1% active;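 active = viability at or below 30%; inactive = viability above 30%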;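 also: 100% = median luminescence of DMSO-only cell control wells on each plate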
sEH act = soluble epoxide hydrolase activators, primary screen, biochemical, human sEH. Bifunctional epoxide hydrolase 2 (Homo sapiens), P34913. activation, % at 2 µM. 91,000 tested, 0.04% active. purified human sEH enzymatic activity, activator screen; in the data active = activation above about 37%; also: values of inactives mirror those of a sister screen read the other way
S1P2 agonist = S1P2 receptor agonists, primary screen, cell-based. Sphingosine 1-phosphate receptor 2 (Homo sapiens), O95136. S1P2-expressing cell line, agonist reporter read-out. activation, % at 4.5 µM. 97,000 tested, 0.46% active; in the data active = activation above about 16%;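 also: 0% = vehicle low control and 100% = maximal reference agonist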
H69AR growth 86K = proliferation blockers of H69AR lung cancer cells, primary screen, cell-based, human, 86K library; H69AR lung tumor viability, ATP luminescence, 72 h; active compounds read low; viability, % at 10 µM; 85,000 tested, 6% active; AID 598, 2007;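 active = viability at or below 40%; inactive = viability above 40%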;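 also: multidrug resistant small cell line overexpressing MRP-1 efflux transporter; 100% = mean luminescence of untreated control wells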
The depositor's hits bear a star. These rows are one share of the data; rates above refer to the full screens.

Screening CN(C)c1cc(N)c2c(n1)CCC2 (tested in a mixture with another compound) returned sEH inh 1, Fibroblast inh 90, PostGolgi ctrl 4, LYP act 10, S1P2 antag 8, HUVEC inhibit 92, sEH act -2, S1P2 agonist -7 and H69AR growth 86K 101.
For CCCCNC(=O)Nc1ccc(C(O)(C(=O)OCC)C(F)(F)F)cc1 (configuration not stated) the results were sEH inh 78, Fibroblast inh 98, PostGolgi ctrl 3, LYP act -1, S1P2 antag 5, HUVEC inhibit 92, sEH act -78, S1P2 agonist -6 and H69AR growth 86K 90.
Screening CC(=O)N1CCN(c2ccc(N=Cc3c(O)n(-c4ccc(Cl)cc4)c(=O)[nH]c3=O)cc2)CC1 returned sEH inh -5, Fibroblast inh 105, PostGolgi ctrl 1, LYP act -2, S1P2 antag 9, HUVEC inhibit 95, sEH act 2, S1P2 agonist -6 and H69AR growth 86K 82.
For CCN(CC)c1ccc(N=Cc2c(O)n(-c3cc(OC)ccc3OC)c(=O)[nH]c2=O)cc1 the results were Fibroblast inh 85, PostGolgi ctrl -1, LYP act -15, S1P2 antag 9, HUVEC inhibit 73, S1P2 agonist -5 and H69AR growth 86K 52.
Screening Cc1ccc(S(=O)(=O)Cc2ccc(C(=O)N3CCC4(CC3)OCCO4)o2)cc1 returned sEH inh 4, Fibroblast inh 88, PostGolgi ctrl -2, LYP act 2, S1P2 antag -8, HUVEC inhibit 95, sEH act -3, S1P2 agonist -3 and H69AR growth 86K 102.
CN1C(=O)/C(=C/c2cccn2-c2ccc3ccccc3c2)C(=O)NC1=S was read as sEH inh 20, PostGolgi ctrl 4, LYP act -3, S1P2 antag -6, sEH act -18 and S1P2 agonist -5.
`CC(=Nc1ccc2c(c1)CCC2)c1c(O)n(C2CCCCC2)c(=O)[nH]c1=O` gave sEH inh 0, Fibroblast inh 37*, PostGolgi ctrl -1, LYP act -6, S1P2 antag -31, HUVEC inhibit 42, sEH act -2, S1P2 agonist -8 and H69AR growth 86K 40.
COc1ccc(N2C(=O)NC(=O)C(CCc3ccncc3)(CCc3ccncc3)C2=O)cc1 was read as sEH inh 11, Fibroblast inh 110, LYP act 8, S1P2 antag -17, HUVEC inhibit 100, sEH act -12, S1P2 agonist -4 and H69AR growth 86K 101.
O=C(Nc1ccc2ccccc2c1)c1nn(C23CC4CC(CC(C4)C2)C3)cc1Br was read as sEH inh 3, PostGolgi ctrl -8, LYP act -13, S1P2 antag -19, sEH act 0 and S1P2 agonist -6.
O=C1CC(=O)N(c2cccc(Cl)c2)C(=O)N1 was read as sEH inh 10, Fibroblast inh 92, PostGolgi ctrl 2, LYP act 0, S1P2 antag -15, HUVEC inhibit 91, sEH act -11, S1P2 agonist -4 and H69AR growth 86K 97.
Screening COc1cccc(NC(=O)CN2CC(c3ccccc3)CC2=O)c1 (configuration not stated) returned sEH inh -8, Fibroblast inh 94, PostGolgi ctrl 0, LYP act -6, S1P2 antag -77, HUVEC inhibit 112, sEH act 6, S1P2 agonist -3 and H69AR growth 86K 93.
CC(=NCC1CCCO1)c1c(O)n(-c2ccccc2)c(=O)[nH]c1=O (configuration not stated) was read as sEH inh -2, Fibroblast inh 101, PostGolgi ctrl -6, LYP act -1, S1P2 antag -2, HUVEC inhibit 103, sEH act -1, S1P2 agonist -6 and H69AR growth 86K 89.

Compounds above that contain an NH in an aromatic ring (4):
Screening CC(=O)N1CCN(c2ccc(N=Cc3c(O)n(-c4ccc(Cl)cc4)c(=O)[nH]c3=O)cc2)CC1 returned sEH inh -5, Fibroblast inh 105, PostGolgi ctrl 1, LYP act -2, S1P2 antag 9, HUVEC inhibit 95, sEH act 2, S1P2 agonist -6 and H69AR growth 86K 82.
For CCN(CC)c1ccc(N=Cc2c(O)n(-c3cc(OC)ccc3OC)c(=O)[nH]c2=O)cc1 the results were Fibroblast inh 85, PostGolgi ctrl -1, LYP act -15, S1P2 antag 9, HUVEC inhibit 73, S1P2 agonist -5 and H69AR growth 86K 52.
`CC(=Nc1ccc2c(c1)CCC2)c1c(O)n(C2CCCCC2)c(=O)[nH]c1=O` gave sEH inh 0, Fibroblast inh 37*, PostGolgi ctrl -1, LYP act -6, S1P2 antag -31, HUVEC inhibit 42, sEH act -2, S1P2 agonist -8 and H69AR growth 86K 40.
CC(=NCC1CCCO1)c1c(O)n(-c2ccccc2)c(=O)[nH]c1=O (configuration not stated) was read as sEH inh -2, Fibroblast inh 101, PostGolgi ctrl -6, LYP act -1, S1P2 antag -2, HUVEC inhibit 103, sEH act -1, S1P2 agonist -6 and H69AR growth 86K 89.

New compounds follow
For N#Cc1ccccc1Cn1cc(C(=O)C2CC2)c2ccccc21 the results were sEH inh 2, Fibroblast inh 94, PostGolgi ctrl 5, LYP act 15, S1P2 antag 8, HUVEC inhibit 85, sEH act -6, S1P2 agonist -5 and H69AR growth 86K 54.
`COc1cc(C(c2c(C)[nH]n(-c3ccccc3)c2=O)c2c(C)[nH]n(-c3ccccc3)c2=O)cc(OC)c1OC` gave sEH inh -14, PostGolgi ctrl 4, LYP act 2, S1P2 antag -14, sEH act 15 and S1P2 agonist -3.
For NS(=O)(=O)c1ccc(N=Cc2c(O)n(C3CCCCC3)c(=O)n(C3CCCCC3)c2=O)cc1 the results were Fibroblast inh 39*, PostGolgi ctrl 4, LYP act 4, S1P2 antag -2, HUVEC inhibit 1.8*, S1P2 agonist -4 and H69AR growth 86K 0.9*.
`CCN1CC=C(c2c[nH]c3ccccc23)CC1` gave sEH inh -5, PostGolgi ctrl -3, LYP act 2, S1P2 antag -3, sEH act 7 and S1P2 agonist 1.
For COc1ccc(C2=NCC(=O)N(CC(=O)NCc3ccco3)c3sc4c(c32)CCCC4)cc1OC the results were sEH inh 6, PostGolgi ctrl 15, LYP act 6, S1P2 antag 13, sEH act -5 and S1P2 agonist -3.
Screening CCOc1ccc(-n2c(O)c(C=Nc3ccc(N4CCOCC4)cc3)c(=O)[nH]c2=O)cc1 returned sEH inh -6, Fibroblast inh 100, PostGolgi ctrl 4, LYP act 1, S1P2 antag 6, HUVEC inhibit 99, sEH act 7, S1P2 agonist -5 and H69AR growth 86K 75.
For CC1C(c2cccs2)=[N+]([O-])C(C)(C(=O)c2ccc(Cl)cc2)N1O (configuration not stated) the results were sEH inh 2, LYP act -1, S1P2 antag 22, sEH act -2 and S1P2 agonist -4.
Screening Nc1c(C(=O)NCCCc2ccccc2)c2nc3ccccc3nc2n1Cc1cccs1 returned sEH inh -10, Fibroblast inh 88, PostGolgi ctrl 14, LYP act -13, S1P2 antag -63, HUVEC inhibit 53, sEH act 10, S1P2 agonist 84* and H69AR growth 86K 61.
For Nc1cccc(N=Cc2c(O)n(Cc3ccc(F)cc3)c(=O)[nH]c2=O)c1 the results were sEH inh 11, PostGolgi ctrl 8, LYP act 7, S1P2 antag 15, sEH act -8 and S1P2 agonist -4.
Screening FC(F)(F)c1cccc(-n2nnnc2C2(N3CCOCC3)CCCCC2)c1 returned sEH inh 6, PostGolgi ctrl -4, LYP act 13, S1P2 antag -13, sEH act -3 and S1P2 agonist -6.
Screening O=C1CN=C(c2ccc(Br)cc2)c2oc3ccccc3c2N1 returned sEH inh -6, PostGolgi ctrl 13, LYP act 12, S1P2 antag -6, sEH act 3 and S1P2 agonist -6.
`COc1cc(/C=N/NC(=O)CN2CC(c3ccccc3)CC2=O)ccc1OC(=O)N(C)C` (configuration not stated) gave sEH inh 14, PostGolgi ctrl -6, LYP act -9, S1P2 antag 19, sEH act -12 and S1P2 agonist -8.
c1ccc2cc(CC3=NCCN3)ccc2c1 was read as sEH inh 6, PostGolgi ctrl -1, LYP act 0, S1P2 antag 15, sEH act -6 and S1P2 agonist -4.
CCOc1ccc(C2SCC(=O)Nc3c2c(=O)[nH]n3C2CCCCCC2)cc1 (configuration not stated) was read as Fibroblast inh 100, PostGolgi ctrl 10, HUVEC inhibit 98 and H69AR growth 86K 60.
Cc1ccc(OP(=O)(O)Oc2ccc(C)cc2)cc1 was read as sEH inh -14, LYP act -6, S1P2 antag -2, sEH act 10 and S1P2 agonist -4.
For Cc1nc2cc(C(=O)N3CCC4(CC3)OCCO4)ccc2n1-c1cccc(F)c1 the results were sEH inh 8, Fibroblast inh 99, PostGolgi ctrl 9, LYP act 0, S1P2 antag 14, HUVEC inhibit 100, sEH act -8, S1P2 agonist -5 and H69AR growth 86K 88.
`Clc1cccc(Cl)c1C1N2CCCN12` (configuration not stated) gave sEH inh 6, Fibroblast inh 99, PostGolgi ctrl -1, LYP act -1, S1P2 antag -18, HUVEC inhibit 109, sEH act -5, S1P2 agonist -2 and H69AR growth 86K 94.
For C#CCN1C(=O)C2(C(C#N)=C(N)OC(C)=C2C(=O)OCc2ccccc2)c2ccccc21 (configuration not stated) the results were PostGolgi ctrl 13, LYP act -4, S1P2 antag -2, HUVEC inhibit 98, S1P2 agonist -2 and H69AR growth 86K 30*.
O=C(O)C1(c2ccc(Cl)cc2)CCC1 was read as sEH inh -3, Fibroblast inh 96, PostGolgi ctrl 5, LYP act -2, S1P2 antag 14, HUVEC inhibit 96, sEH act 2, S1P2 agonist -9 and H69AR growth 86K 109.
O=C(COc1ccc2ccccc2c1)N1CCN(Cc2c[nH]c3ccccc23)CC1 was read as sEH inh -5, PostGolgi ctrl 13, LYP act -6, S1P2 antag 1, sEH act 2 and S1P2 agonist -7.
Screening COCCn1cc(C(=O)N2CCC3(CC2)OCCO3)c2c3ccccc3n(C)c2c1=O returned sEH inh 1, Fibroblast inh 98, PostGolgi ctrl 1, LYP act 11, S1P2 antag 0, HUVEC inhibit 100, sEH act -4, S1P2 agonist -1 and H69AR growth 86K 79.
`O=C(CCN1CCCCC1)NCC(=O)Nc1ccc(Br)cc1C(=O)c1ccccc1` gave sEH inh 4, PostGolgi ctrl 2, LYP act -16, S1P2 antag -22, sEH act 0 and S1P2 agonist 0.
Screening CCCCCCN=C(CC)c1c(O)n(CCCC)c(=O)[nH]c1=O returned sEH inh 0, Fibroblast inh 91, PostGolgi ctrl 36*, LYP act -10, S1P2 antag 5, HUVEC inhibit 83, sEH act -3, S1P2 agonist -4 and H69AR growth 86K 63.
`CCCCCn1c(=O)c(C(=O)NCc2ccncc2)c(O)c2ccccc21` gave sEH inh 0, Fibroblast inh 60, PostGolgi ctrl 6, LYP act -18, S1P2 antag 10, HUVEC inhibit 67, sEH act 0, S1P2 agonist -6 and H69AR growth 86K 14*.
Screening COc1ccc(N2CCN(C(CNC(=O)Oc3ccccc3)c3cccnc3)CC2)cc1 (configuration not stated) returned sEH inh 6, Fibroblast inh 94, PostGolgi ctrl 6, LYP act 0, S1P2 antag 6, HUVEC inhibit 99, sEH act -3, S1P2 agonist -7 and H69AR growth 86K 82.
CCC(=NCc1ccco1)c1c(O)n(Cc2ccccc2)c(=O)[nH]c1=O was read as sEH inh 3, Fibroblast inh 101, PostGolgi ctrl 16, LYP act 0, S1P2 antag 5, HUVEC inhibit 98, sEH act -4, S1P2 agonist -7 and H69AR growth 86K 71.
